TrxR1 substrate – rat thioredoxin reductase 1 substrate activity; purified TrxR1 substrate turnover, NADPH consumption readout; O89049; 0.01% of 390,000 active; Potency, µM (titrated, usually from 114 µM), inactives show top-dose activity change, negative = substrate turnover; note: % is set by controls: 0 for no effect and ±100 for the full control effect; nearly all actives have a fitted effect of over 50% in size
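Rat TrxR1, dispensed at 90 nM, was prereduced with 400 uM NADPH (final) for 5 min at ~22 deg C, then incubated with compound 15 min before 400 uM selenite. A first-read NADPH fluorescence drop versus no-compound background flagged substrates.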
rTrxR1 inhibitor – blocks rat thioredoxin reductase 1; recombinant rTrxR1, NADPH fluorescence consumption, selenite substrate; AID 588453; O89049; 1% of 390,000 active; Potency, µM (doses to about 114 µM), without a hit: at the highest dose activity change, negative = inhibition, hits mostly inhibitors; note: % is set by controls: 0 for no effect and ±100 for the full control effect; nearly all actives have a fitted effect of over 65% in size
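Rat TrxR1 (90 nM in the dispensed reagent) was pre-reduced with 400 uM NADPH for 5 min at room temperature, then incubated with compound for 15 min. After 400 uM selenite was added, NADPH fluorescence (Ex 340/Em 450 nm) was followed for 8 min.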
USP1 inh – inhibitors of human USP1/UAF1 deubiquitinase; O94782; recombinant USP1/UAF1, Ub-Rhodamine cleavage fluorescence; Potency, µM (titrated, usually from 57.1 µM), for the others: at the highest dose activity change, negative = inhibition, usual class: inhibitors; 0.23% of 390,000 active; AID 743255; note: % is set by controls: 0 for no effect and ±100 for the full control effect; nearly all actives have a fitted effect of over 60% in size; inactives centre near -12
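USP1/UAF1 complex (1 nM) preincubated 15 min at room temperature with compound, then Ub-Rho substrate (150 nM final) added. Kinetic fluorescence at 480/540 nm over 6 reads at 60 s intervals; 50 mM HEPES pH 7.8, 0.5 mM EDTA, 0.1 mg/ml BSA, 1 mM TCEP, 0.01% Tween-20.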
RGS4 inhibitor – inhibitors of human regulator of G protein signaling 4; Potency, µM (series often up to 114 µM), for the others: top-dose activity change, negative = inhibition, hits mostly inhibitors; Transcreener GDP fluorescence polarization, RGS4-accelerated GTP hydrolysis; 0.039% of 390,000 active; P49798; note: % is set by controls: 0 for no effect and ±100 for the full control effect; nearly all actives have a fitted effect of over 75% in size; some results filed as inactive show a strong effect at the top dose
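MLSMR compounds (23 nl, pin-transferred) preincubated 10 min at room temperature with a 500nM (2x) first reagent, then RGS4 at 900nM (2x) plus Transcreener GDP mix added; fluorescence polarization (620/688 nm) read before and after 90 min at 30 °C.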
12-LOX inh – inhibitors of human 12S-lipoxygenase ALOX12. Potency, µM (titrated, usually from 108 µM), without a hit: at the highest dose activity change, negative = inhibition, hits mostly inhibitors. purified 12hLO, xylenol orange hydroperoxide absorbance. P18054. 1.1% of 580,000 active. AID 1671190; note: % is set by controls: 0 for no effect and ±100 for the full control effect
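Purified human 12hLO at 150 nM in 25 mM Hepes, 0.01% Triton X-100, pH 7.0, preincubated 15 min at room temperature with compound. Reaction started with 40 uM arachidonic acid, 30 min at room temperature. Hydroperoxide measured by Fe-xylenol orange, 573/405 nm absorbance ratio.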
RXFP1 ag – RXFP1 (human) receptor agonism. Potency, µM (doses to about 57.5 µM), inactives show at the top dose activation, usual class: activators. 0.3% of 370,000 active. HEK293T-RXFP1 cAMP TR-FRET, 30 min; response scale: percent of porcine relaxin response, buffer zero; note: % is set by controls: 0 for no effect and ±100 for the full control effect; nearly all actives have a fitted effect of over 60% in size; many of its hits are not listed in these tables
Target sequence (Q9HBX9 whole entry, looked up): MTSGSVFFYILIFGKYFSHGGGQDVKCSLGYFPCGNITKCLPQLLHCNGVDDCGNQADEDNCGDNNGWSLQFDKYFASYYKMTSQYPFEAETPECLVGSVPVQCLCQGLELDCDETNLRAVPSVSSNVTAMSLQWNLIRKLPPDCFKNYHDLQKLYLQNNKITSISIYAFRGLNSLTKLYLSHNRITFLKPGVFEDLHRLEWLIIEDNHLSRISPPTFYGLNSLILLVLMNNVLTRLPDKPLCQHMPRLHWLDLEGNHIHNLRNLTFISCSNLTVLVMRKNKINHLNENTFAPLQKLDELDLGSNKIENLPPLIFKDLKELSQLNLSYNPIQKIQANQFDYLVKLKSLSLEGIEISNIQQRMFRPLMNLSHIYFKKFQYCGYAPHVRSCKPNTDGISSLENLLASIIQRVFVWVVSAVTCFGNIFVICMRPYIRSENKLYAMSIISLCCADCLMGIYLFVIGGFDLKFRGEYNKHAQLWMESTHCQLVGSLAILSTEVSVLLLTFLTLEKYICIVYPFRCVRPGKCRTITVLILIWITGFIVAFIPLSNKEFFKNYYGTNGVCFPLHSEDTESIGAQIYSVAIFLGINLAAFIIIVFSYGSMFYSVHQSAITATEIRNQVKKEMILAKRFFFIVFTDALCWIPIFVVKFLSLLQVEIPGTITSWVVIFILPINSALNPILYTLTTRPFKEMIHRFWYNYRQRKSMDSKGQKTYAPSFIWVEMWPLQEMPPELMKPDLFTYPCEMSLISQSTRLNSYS
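Agonist response is measured as cAMP accumulation in an RXFP1-transfected HEK293T line under PDE4 inhibition. Values are scaled between buffer-only and 29 nM porcine relaxin, and EC50s come from standard Hill equation fits.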
IDH1 R132H inh – blocks human mutant IDH1 R132H enzyme. Potency, µM (series often up to 76.6 µM), without a hit: top-dose activity change, negative = inhibition, hits mostly inhibitors. 0.093% of 390,000 active. IDH1-R132H enzyme, NADPH consumption, diaphorase/resazurin fluorescence. AID 602179. O75874; note: % is set by controls: 0 for no effect and ±100 for the full control effect; nearly all actives have a fitted effect of over 65% in size
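IDH1-R132H (0.5 ug/mL) preincubated 30 min with compound, then NADPH (0.016 mM) and alpha-KG (2 mM) added; 80 min at RT, pH 7.5. Remaining NADPH coupled via diaphorase/resazurin to fluorescence (540/590 nm); concentration-response curves normalized to no-enzyme control.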
Vif-APOBEC3G blk – blocks the Vif interaction with human APOBEC3G. 0.076% of 410,000 active. HeLa A3G-eYFP + Vif (tagged APOBEC3G with the HIV-1 protein that degrades it), YFP fluorescence, overnight. Potency, µM (highest dose often 46.1 µM), for inactives: at the highest dose activity, negative = active, actives largely listed as inhibitors. Q9HC16;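 note: % is set by controls: 0 for no effect and ±100 for the full control effect; nearly all actives have a fitted effect of over 60% in size; hits raise eYFP signal because A3G escapes Vif-driven loss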
Target sequence (Q9HC16 whole entry, looked up): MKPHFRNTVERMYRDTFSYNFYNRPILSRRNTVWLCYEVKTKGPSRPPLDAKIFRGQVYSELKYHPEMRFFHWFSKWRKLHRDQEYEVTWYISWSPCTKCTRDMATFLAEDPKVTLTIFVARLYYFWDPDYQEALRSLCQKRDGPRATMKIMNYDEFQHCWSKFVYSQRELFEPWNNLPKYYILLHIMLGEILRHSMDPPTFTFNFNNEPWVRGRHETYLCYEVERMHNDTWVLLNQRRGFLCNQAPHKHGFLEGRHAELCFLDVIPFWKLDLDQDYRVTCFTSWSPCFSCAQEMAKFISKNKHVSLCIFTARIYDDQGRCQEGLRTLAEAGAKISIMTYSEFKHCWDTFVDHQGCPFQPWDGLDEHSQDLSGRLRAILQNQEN
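HeLa cells stably expressing Vif and C-terminally eYFP-tagged A3G, seeded overnight at 37 deg C, then exposed to compound by pintool overnight at 37 deg C. Rise in yellow fluorescence (Ex 488/Em 500-530, Acumen) marks blocked Vif-driven A3G degradation.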
Vif-APOBEC3F blk – blocks the Vif interaction with APOBEC3F | HeLa A3F-eYFP + Vif (tagged APOBEC3F with the HIV-1 protein that degrades it), YFP fluorescence increase | Potency, µM (series often up to 46.1 µM), inactives show top-dose activity, negative = active | AID 602313 | 0.2% of 390,000 active; note: % of control where 0% means no effect; nearly all actives have a fitted effect of over 65% in size
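HeLa cells stably expressing Vif plus C-terminally eYFP-tagged A3F were seeded, incubated overnight at 37 deg C, dosed with compound, incubated overnight again at 37 deg C. Yellow fluorescence (Ex 488/Em 500-530) reported blocked Vif-mediated A3F-eYFP degradation.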
* hit, by the source's call; ? = inconclusive; . = no result given; & = joins results of further samples; [ ] = another dose, or the depositor's remark. Calls come from the whole dose curve; as a rule, active = well fitted curve in the direction sought with a large enough effect; inconclusive = small, poorly fitted or top-dose-only effect, or another doubt; inactive = no such curve, though single readings can be large; an effect the other way counts as inactive or inconclusive. Potency is the fitted concentration of half-maximal effect.

SMILES | TrxR1 substrate | rTrxR1 inhibitor | USP1 inh | RGS4 inhibitor | 12-LOX inh | RXFP1 ag | IDH1 R132H inh | Vif-APOBEC3G blk | Vif-APOBEC3F blk
Cc1noc(/C=C/N(C)C)c1S(=O)(=O)N1CCC(C(=O)Nc2ccc(Cl)cc2)CC1 | -2.7% | 41.1% | -7.9% | 6.4% | ? | -1.3% | 7.6% | 0.6% | -1.4%
COc1ccc(CCNC(=O)CCS(=O)(=O)Cc2ccccc2C)cc1OC | -5.6% | -2.5% | -19.2% | 12.8% | 0.0% | 3.1% | 16.0% | -1.5% | 7.2%
CN(C)CC(=O)Nc1ccc(Oc2ccc(Cl)cc2)cc1 | 1.7% | 27.4% | -7.0% | 12.9% | -8.0% | -0.5% | 1.6% | 0.4% | -14.4%
Cc1nc(C/C(=N\N)c2ccc(O)cc2O)cs1 | -5.1%[57.1 µM] | 7.5%[57.1 µM] | -12.3% | -38.6% | 9.1% | -0.3% | 10.5% | ? | -6.1%
COc1cc(S(=O)(=O)Nc2ccc3c(c2)C(=O)N(C)C3=O)ccc1NC(C)=O | -4.6%[2.29 µM] | -2.3%[2.29 µM] | 9.6% | 1.3% | -20.1% | . | -6.8% | -1.2% | -12.2%
CC1C(=O)N2CCCc3cc(S(=O)(=O)NCc4ccc(Cl)cc4)cc1c32 (stereo not drawn) | -7.7% | -7.6% | ? | 24.6% | -17.2% | 0.2% | -15.3% | -1.0% | -14.4%
CC(=O)NC(CCS(C)(=O)=O)C(=O)Nc1cc(C)on1 (stereo not drawn) | 7.2%[57.1 µM] | 10.9%[57.1 µM] | -16.8% | -11.7% | 0.9% | 0.1% | 11.7% | 0.1% | -4.8%
Cc1ccccc1-c1cc(C(=O)NCc2ccco2)nn1CC1CC(c2cccc([N+](=O)[O-])c2)=NO1 (stereo not drawn) | 1.5% | 28.3% | -13.9% | -8.0% | ? | . | -5.1% | 2.2% | 0.8%
Cc1cc(C)c(-c2cc(C)nc3ncnn23)c(C)c1 | 5.8%[57.1 µM] | 12.9%[57.1 µM] | -6.2% | 11.7% | 1.7% | 0.4% | 4.0% | -2.7% | -1.4%
CCOc1ccc(NC(=O)C2CC(=O)N(CC)C(=Nc3ccc4c(c3)OCO4)S2)cc1 (stereo not drawn) | -2.0% | -4.6% | -6.4% | 11.1% | -4.9% | -0.7% | 0.3% | -5.1% | 1.4%
Cc1ccc(/C=C/C(=O)c2cc(Br)ccc2OC(=O)c2ccco2)cc1 | -6.2% | -22.4% | -19.9% | -7.0%[11.4 µM] | ? | 1.5% | 4.1% | -26.6% | -19.2%
O=C(CSc1ccccc1)Nc1ccc2sccc2c1 | -6.2% | 8.9% | -10.2% | -15.1% | 0.0% | 5.0% | -1.1% | -0.7% | -1.2%
CC(=O)NC(C)c1nc2ccccc2n1Cc1ccccc1Cl (stereo not drawn) | 2.2% | 10.8% | -24.9% | 13.6% | -4.5% | -2.2% | 14.5% | 0.6% | -3.7%
COC(=O)C1=C(C)N(Cc2ccccc2)C(=NCC2CC2)N[C@H]1c1ccccc1 | -7.1%[57.1 µM] | -5.9% | -32.8% | -19.2% | ? | 5.5%&-0.2% | 6.5% | -2.2% | -12.4%
O=c1[nH]c(CN2CCN(c3ccccc3)CC2)nc2scc(-c3ccccc3)c12 | -6.5% | -6.0% | 2.7% | 17.5% | -0.5% | 2.4% | 3.8% | ? | 22.4µM*
O=C(Nc1cccnc1)C1CCCN(S(=O)(=O)c2cccc3nsnc23)C1 (stereo not drawn) | -6.4%[57.1 µM] | -9.0%[57.1 µM] | -4.3% | -18.5% | 98.2%[activator][57.4 µM] | -0.1% | 3.6% | 3.9% | 2.1%
COc1cc(/C=N/NC(=O)c2cc(C)n(-c3ccc(F)cc3)c2C)cc(OC)c1O | -1.6% | ? | -15.7% | -34.3% | -16.5% | 1.6% | -3.5% | -7.8% | 5.5%
CC(C)CC1C(C#N)=C(N)Oc2n[nH]c(-c3ccccc3)c21 (stereo not drawn) | 14.2% | 1.5% | -22.8% | -11.2% | 0.0% | -2.2% | 4.7% | 1.3% | -2.2%
CCCCn1c(=O)c2ccccc2c2ccccc2c1=O | -7.1% | -3.6% | -32.5% | -16.1%[11.4 µM] | 29.8% | -0.8% | 5.0% | 5.0% | 7.1%
CC[C@]12c3[nH]c4ccccc4c3CCN1C(=O)C(CC(=O)NCCCN(C)C)C[C@@H]2C(=O)N1CCN(C(=O)C2CC2)CC1 (stereo partly drawn) | -0.6% | 8.8% | -7.1% | 28.5% | -22.0% | . | 6.8% | -1.7% | -1.4%

Ordered by the number under RXFP1 ag (descending): some entries from above.
SMILES,RXFP1 ag
O=C(CSc1ccccc1)Nc1ccc2sccc2c1,5.0%
Cc1cc(C)c(-c2cc(C)nc3ncnn23)c(C)c1,0.4%
CC(=O)NC(C)c1nc2ccccc2n1Cc1ccccc1Cl (stereo not drawn),-2.2%

Pulled by structure from above, 2 records:
SMILES | TrxR1 substrate | rTrxR1 inhibitor | USP1 inh | RGS4 inhibitor | 12-LOX inh | RXFP1 ag | IDH1 R132H inh | Vif-APOBEC3G blk | Vif-APOBEC3F blk
Cc1ccccc1-c1cc(C(=O)NCc2ccco2)nn1CC1CC(c2cccc([N+](=O)[O-])c2)=NO1 (stereo not drawn) | 1.5% | 28.3% | -13.9% | -8.0% | ? | . | -5.1% | 2.2% | 0.8%
CCOc1ccc(NC(=O)C2CC(=O)N(CC)C(=Nc3ccc4c(c3)OCO4)S2)cc1 (stereo not drawn) | -2.0% | -4.6% | -6.4% | 11.1% | -4.9% | -0.7% | 0.3% | -5.1% | 1.4%

(listing goes on)
SMILES | TrxR1 substrate | rTrxR1 inhibitor | USP1 inh | RGS4 inhibitor | 12-LOX inh | RXFP1 ag | IDH1 R132H inh | Vif-APOBEC3G blk | Vif-APOBEC3F blk
C/C=C\C(=O)Nc1cccc(C2=NOC3(C2)C[C@@H](C(N)=O)N(C(=O)c2ccccc2)C3)c1 (stereo partly drawn) | 3.5%[57.1 µM] | -6.7%[57.1 µM] | -11.1% | -6.1% | -2.3% | 0.6% | 10.1% | 0.7% | -5.9%
CCc1nc2c(c(=O)[nH]1)C(CC)(CC)Cc1ccccc1-2 | -1.3%[57.1 µM] | 1.1%[57.1 µM] | 0.2% | 22.2% | 0.0% | 3.2% | -0.1% | -0.7% | 0.6%
Cc1ccc(NC(=O)N(Cc2ccc3c(c2)OCO3)Cc2cc3cc4c(cc3[nH]c2=O)OCCO4)cc1 | 7.9%[57.1 µM] | 28.7%[57.1 µM] | -10.3% | -34.7% | 0.0% | 1.8% | -1.5% | 0.9% | 4.2%
N#Cc1ccccc1S(=O)(=O)Nc1ccc2c(c1)C(=O)OC2 | 3.0% | 20.0% | -16.1% | 21.4% | 70.2%[activator] | 3.1% | 8.9% | 0.0% | -1.2%
COc1cc(OC)c(C2Nc3ccccc3NC3=C2C(=O)CC(C)(C)C3)cc1OC (stereo not drawn) | -3.5% | -1.4% | -13.5% | -3.2% | -26.0% | -3.6% | 4.0% | -3.7% | -6.2%
Cc1ccc(NC(=O)CN2C(=O)N/C(=C/c3ccc(C)s3)C2=O)cc1 | -3.1% | ? | -24.5% | -15.5% | ? | 3.3% | 2.3% | ? | ?
Cc1cc(C)n(C(=O)CCCCCCCCC(=O)n2nc(C)cc2C)n1 | -2.0% | 0.8% | 1.7% | 18.0% | -3.7% | 1.4% | 1.2% | 1.9% | 0.3%
COc1ccc(C(=O)NNC(=S)NC(=O)c2ccccc2[N+](=O)[O-])cc1 | -7.7% | -12.8% | -19.8% | -34.4% | -12.4% | 1.8% | 9.2% | -4.7% | -9.7%
C=CCOc1cccc(C2/C(=C(\O)c3ccc4c(c3)OCCO4)C(=O)C(=O)N2CCN2CCOCC2)c1 (stereo not drawn) | -1.0% | 11.2% | -16.6% | 17.9%[11.4 µM] | ? | 25.1µM* | 1.1% | 3.5% | -4.1%
O=C(CO/N=C/c1ccc(Cl)cc1Cl)NNC(=O)c1ccc(Cl)cc1Cl | -0.9% | 11.3% | -11.1% | 17.2% | 0.0% | -0.8% | -4.2% | -2.6% | -12.1%
Nc1ccn(C2OC(COP(=O)(O)O)C(O)C2O)c(=O)n1 (stereo not drawn) | 8.6%[57.1 µM] | -8.5%[11.4 µM] | -3.7% | -6.9% | ? | . | -1.5% | 3.6% | 8.9%
c1ccc(C(c2ccccc2)c2nc(-c3cccnc3)no2)cc1 | 0.1%[57.1 µM] | -2.2%[57.1 µM] | -13.3% | 13.1% | -0.3% | 3.3% | 0.4% | 0.4% | -7.5%
Cc1cccc(OCCCn2c(=O)oc3ccccc32)c1 | 2.5% | 22.1% | -18.0% | 3.8% | 9.1% | 1.1% | 0.5% | -6.1% | 8.6%
O=c1c2ccccc2nc2n1CCC2 | -4.5% | -4.3% | -11.5% | 11.0% | ? | -0.2% | 16.5µM* | 1.9% | -0.7%
CN1CCN(C(=O)C2CCC(=O)N(CCc3cccc(F)c3)C2)CC1 (stereo not drawn) | -7.5% | -8.5% | -13.7% | 36.8% | 7.2% | -1.5% | 1.8% | 0.4% | 3.9%
O=C1CC(c2ccc(O)cc2)Oc2cc(O)cc(O)c21 (stereo not drawn) | -3.1% | -0.3% | -7.8% | 9.6% | ? | 4.4% | -2.3% | -6.0% | -2.5%

This is a subset; rates above refer to the full screens.
